Akt phos inh: blocks phosphorylation of Akt; Neuro2A IGF-stimulated pAkt S473 HTRF, 20 min; active compounds read low; 360,000 tested, 0.32% active; AID 651550; activity change, % for hits at 50 µM; in the data active means activity change below about -80%; inconclusive means mostly about -51% to -80%; further: on the % scale 0 is the no-effect control and ±100 the full control effect
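Single-point screen (50 µM final compound) in Neuro2A cells stimulated 20 min with 6 nM IGF at 37 deg C. After lysis, Ser473-phosphorylated Akt read by HTRF (ex 330 nm, em 615/665 nm) as the 665/615 ratio.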
A549 viability: counter-screen for Nrf2 inhibitors: cytotoxicity in A549 cells. A549 ARE-Fluc cells, CellTiter-Fluor viability, 18-24 h. Potency, µM (highest dose often 46 µM), for inactives: at the highest dose activity change, negative = cytotoxicity, hits mostly inhibitors. 390,000 tested, 0.16% active. AID 504648; further: potency means the concentration at half of the fitted maximal effect; on the % scale 0 is the no-effect control and ±100 the full control effect
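Cytotoxicity counterscreen: CellTiter-Fluor fluorescence was measured in A549 ARE_Fluc cells after 18-24 h of compound exposure in a concentration series. The subsequent BugLite luminescent read reports ARE-luciferase activity.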
Nrf2 activator: activates Nrf2 signaling; AREc32 ARE-luciferase reporter (MCF7-derived line), luminescence, 24 h; Potency, µM (series often up to 46.1 µM), inactives show top-dose activation, usual class: activators; 410,000 tested, 0.31% active; further: potency means the concentration at half of the fitted maximal effect; % of control where 0% means no effect; nearly all actives have a fitted effect of over 65% in size
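Nrf2 activation is followed as ARE-luciferase induction in the AREc32 line after one day of compound treatment; luminescence is read with Steady-Glo.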
Mm-Cpn inhibitor: blocks the Methanococcus maripaludis chaperonin Mm-Cpn | purified Mm-Cpn ATPase, ADP Transcreener TR-FRET | Potency, µM (highest dose often 76.9 µM), without a hit: at the top dose activity, negative = inhibition, usual class: inhibitors | 330,000 tested, 0.031% active | AID 504842; further: potency means the concentration at half of the fitted maximal effect; on the % scale 0 is the no-effect control and ±100 the full control effect; nearly all actives have a fitted effect of over 80% in size
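ATP (10 uM final) was added to archaeal chaperonin (25 nM final) after 10 min exposure to test compound at 37°C; after 30 min further incubation, ADP was detected by competitive TR-FRET.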
EPAC2 antagonist: antagonists of human EPAC2; Q8WZA2; EPAC2 GEF exchange of Rap1B-BODIPY-GDP, fluorescence; Potency, µM (top dose mostly 114 µM), for inactives: at the top dose activity, negative = inhibition, hits mostly inhibitors; 360,000 tested, 0.18% active; AID 720708; further: potency means the concentration at half of the fitted maximal effect; on the % scale 0 is the no-effect control and ±100 the full control effect; nearly all actives have a fitted effect of over 45% in size; many of its hits are not listed in these tables
Target sequence (Q8WZA2 whole entry, looked up): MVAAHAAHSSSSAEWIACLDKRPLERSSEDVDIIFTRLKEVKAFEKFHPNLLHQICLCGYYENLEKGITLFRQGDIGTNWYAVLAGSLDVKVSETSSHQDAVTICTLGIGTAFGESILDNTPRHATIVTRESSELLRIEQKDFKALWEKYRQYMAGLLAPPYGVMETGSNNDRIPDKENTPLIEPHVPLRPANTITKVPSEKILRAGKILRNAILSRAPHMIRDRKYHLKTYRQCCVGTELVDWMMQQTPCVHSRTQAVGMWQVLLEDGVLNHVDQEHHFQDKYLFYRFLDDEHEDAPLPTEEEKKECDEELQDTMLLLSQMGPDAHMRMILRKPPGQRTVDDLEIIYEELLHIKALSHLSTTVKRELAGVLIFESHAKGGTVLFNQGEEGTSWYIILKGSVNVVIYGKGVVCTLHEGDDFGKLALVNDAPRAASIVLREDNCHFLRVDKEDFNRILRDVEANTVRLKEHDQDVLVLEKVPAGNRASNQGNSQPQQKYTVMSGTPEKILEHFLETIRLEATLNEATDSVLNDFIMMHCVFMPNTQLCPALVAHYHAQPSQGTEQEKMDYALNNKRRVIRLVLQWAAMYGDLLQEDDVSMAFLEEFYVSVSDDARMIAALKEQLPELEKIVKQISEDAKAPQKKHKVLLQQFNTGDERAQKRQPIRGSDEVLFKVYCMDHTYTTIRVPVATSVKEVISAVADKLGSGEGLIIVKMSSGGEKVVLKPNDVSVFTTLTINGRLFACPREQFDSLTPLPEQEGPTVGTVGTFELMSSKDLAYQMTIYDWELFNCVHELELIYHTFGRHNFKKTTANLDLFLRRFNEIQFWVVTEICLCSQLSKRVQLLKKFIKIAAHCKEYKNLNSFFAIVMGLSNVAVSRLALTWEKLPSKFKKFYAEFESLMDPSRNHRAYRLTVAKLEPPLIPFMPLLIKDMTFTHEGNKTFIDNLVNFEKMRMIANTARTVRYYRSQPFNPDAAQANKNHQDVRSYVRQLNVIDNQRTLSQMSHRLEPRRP
CCT modulator: cytosolic chaperonin activity modulation; AID 651819; 360,000 tested, 0.3% active; purified chaperonin ATPase assay, HTRF ADP detection, 30 min; activity change, % (concentration not given with the values), hits read low; in the data active means activity change below about -30%; further: on the % scale 0 is the no-effect control and ±100 the full control effect
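ATPase activity: ADP formed was measured by HTRF Transcreener (665/615 nm ratio) after 30 min at 37 deg C with 10 uM ATP. Compounds screened at one 76 uM concentration against 40 or 20 nM TRiC in Tris pH 7.4/KCl/MgCl2/DTT buffer.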
Nrf2 block: Nrf2 pathway inhibition. 360,000 tested, 2.1% active. A549 ARE-Fluc reporter, luciferase luminescence, 18-24 h. Potency, µM (titrated, usually from 46 µM), inactives show at the top dose activity change, negative = inhibition, usual class: inhibitors; further: potency means the concentration at half of the fitted maximal effect; on the % scale 0 is the no-effect control and ±100 the full control effect; nearly all actives have a fitted effect of over 60% in size
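Two sequential reads on A549 ARE_Fluc cells exposed to compound for 18-24 h: a CellTiter-Fluor fluorescence read for viability, then a luciferase luminescence read for Nrf2/ARE activity.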
TGFb SMAD3 inh: inhibitors of TGF-b signaling. HepG2 CAGA-GFP TGF-b/SMAD3 reporter, GFP fluorescence, 18 h; TGF-beta stimulated, 500 pg/mL final. Potency, µM (series often up to 46.1 µM), inactives show at the highest dose activity, negative = inhibition, usual class: inhibitors. 410,000 tested, 1.2% active; further: potency means the concentration at half of the fitted maximal effect; on the % scale 0 is the no-effect control and ±100 the full control effect; nearly all actives have a fitted effect of over 65% in size
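Inhibition of TGF-beta-driven CAGA-GFP reporter expression in HEPG2 cells is measured by cellular GFP fluorescence after 18 h stimulation with 500 pg/mL recombinant TGF-beta in 1% FBS medium at 37 degrees C.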
EPAC2 ag: agonists of human EPAC2 (RAPGEF4); Q8WZA2; EPAC2 activation, biochemical qHTS; response scale: 100% = 6.5 mM cAMP response; Potency, µM (doses to about 154 µM), for inactives: at the top dose activation, hits mostly activators; 360,000 tested, 0.079% active; further: potency means the concentration at half of the fitted maximal effect; nearly all actives have a fitted effect of over 50% in size
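Guanine nucleotide exchange by EPAC2 is measured as reduced fluorescence of BODIPY-GDP once it is released from 250 nM Rap1B. Plates are read kinetically for 30 min at room temperature; results are scaled to 6.5 mM cAMP.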
The depositor's hits bear a star; i = inactive; u = inconclusive; x = no result given; [ ] = dose if it differs, or a comment. Unless noted, the call rests on the fitted dose curve; in most records, active means well fitted curve in the direction sought with a large enough effect; inconclusive means small, poorly fitted or top-dose-only effect, or another doubt; inactive means no such curve, though single readings can be large; an effect the other way counts as inactive or inconclusive. An excerpt (hit frequency here may not be typical).

SMILES | Akt phos inh | A549 viability | Nrf2 activator | Mm-Cpn inhibitor | EPAC2 antagonist | CCT modulator | Nrf2 block | TGFb SMAD3 inh | EPAC2 ag
N#CCCn1c(SCC(=O)c2c[nH]c3ccccc23)nc2ccccc21 | i | 0% | 3.4% | -5% | -2% | -1.1 | x | 9% | 7%
CCOC(=O)c1cnc2nc(NCc3ccc(OC)c(OC)c3)[nH]n2c1=O | i | -2% | 0.0% | 2% | 6% | 7.8 | x | 12% | 6%
CCc1cc(=O)[nH]c(-n2[nH]c(-c3ccccc3)cc2=O)n1 | i | -1% | 3.2% | -2% | 11% | 1.9 | -1% | 0% | 9%
O=C(/C=C/c1cccs1)Nc1ccncc1 | i | 1% | 0.0% | -1% | 2% | -1.7 | 15% | -16% | 7%
CCCCNC(=O)Nc1cc(C(=O)OC)ccc1C | i | -1% | 0.7% | 3% | 1% | 0.8 | -18% | -16% | -2%
C[C@H](O)[C@@H]1C(=O)N2CCc3c([nH]c4ccccc34)[C@@H]2C[C@@H]1N(C)C(=O)NC1CCCCC1 | i | x | 18% | x | 3% | -0.9 | x | -12% | 12%
O=[N+]([O-])c1ccc(S(=O)(=O)NCC2CC3CCC2C3)cc1 (centres undefined) | i | 2% | 3.3% | 2% | u | 1.0 | u | -11% | 8%
NS(=O)(=O)c1ccc(NC(=S)NC(=O)c2cccnc2)cc1 | i | -1% | -0.4% | 0% | 3% | 1.7 | 10% | 13% | 3%
Cc1cc(/C=C2\C(=N)N3C(SCc4ccccc4)=NSC3=NC2=O)c(C)n1Cc1ccccc1 | i | -2% | -0.1% | 0% | 6% | 1.8 | -17% | 1% | 5%
N#CC(C#N)=Cc1cnc(N2CCN(c3ccccc3)CC2)s1 | i | -7% | -0.3% | -3% | 7% | 1.2 | u | 19% | 6%
Cn1c(=O)c2nc(NCc3ccccc3)sc2n(C)c1=O | i | -1% | 2.5µM* | x | 13% | 0.3 | u | 6% | 2%
CC(C)C1C2=C(CC(C)(C)CC2=O)ON1c1ccccc1 (centres undefined) | i | 2% | 4.1% | 1% | 10% | -0.7 | 6% | u | -1%
O=C(c1ccc(Br)o1)N1CCN(c2ccccn2)CC1 | i | x | 2.4% | -1% | -7% | -0.1 | -4% | -4% | 13%
CCCCCn1c(CN2CCCCC2C)nc2c1c(=O)n(C)c(=O)n2C (centres undefined) | i | u | 0.1% | 1% | -5% | -2.4 | u | -12% | -9%
O=C(Nn1nnnc1Nc1ccccc1)C12CC3CC(CC(C3)C1)C2 | i | -8% | 0.9% | 0% | -2% | 0.9 | -30% | u | 5%
Cn1c(=O)c2c(nc(N3CCCC3)n2CC(O)CO)n(C)c1=O (centres undefined) | x | -2% | -0.1% | 1% | 16% | 0.8 | 7% | 6% | 7%
Cc1cc(C)n(CC(C)(O)c2ccccc2)n1 (centres undefined) | i | -1% | -0.5% | -3% | 7% | -3.3 | -10% | -14% | 2%
COC(=O)c1[nH]c2cccc(Cl)c2c1NC(=O)CN(C)C1CCCCC1 | i | 2% | -0.9% | 1% | 9% | 2.5 | x | u | 0%
Cc1ccc(-n2c(COc3c(C)cccc3C)nnc2SCC(=O)Nc2nccs2)cc1 | i | -1%[1.84 µM] | -0.3% | 3% | -3% | -3.8 | 2% | 0% | 4%
Cc1ccccc1S(=O)(=O)c1c(C)cc(C)n(CC(C)C)c1=O | i | -4% | 0.0% | 1% | u | -1.7 | -11% | -19% | -6%

Some of these compounds in order of SMILES length, descending.
SMILES | Akt phos inh | A549 viability | Nrf2 activator | Mm-Cpn inhibitor | EPAC2 antagonist | CCT modulator | Nrf2 block | TGFb SMAD3 inh | EPAC2 ag
CCOC(=O)c1cnc2nc(NCc3ccc(OC)c(OC)c3)[nH]n2c1=O | i | -2% | 0.0% | 2% | 6% | 7.8 | x | 12% | 6%
Cn1c(=O)c2c(nc(N3CCCC3)n2CC(O)CO)n(C)c1=O (centres undefined) | x | -2% | -0.1% | 1% | 16% | 0.8 | 7% | 6% | 7%
Cn1c(=O)c2nc(NCc3ccccc3)sc2n(C)c1=O | i | -1% | 2.5µM* | x | 13% | 0.3 | u | 6% | 2%
Cc1cc(C)n(CC(C)(O)c2ccccc2)n1 (centres undefined) | i | -1% | -0.5% | -3% | 7% | -3.3 | -10% | -14% | 2%

Later entries:
SMILES | Akt phos inh | A549 viability | Nrf2 activator | Mm-Cpn inhibitor | EPAC2 antagonist | CCT modulator | Nrf2 block | TGFb SMAD3 inh | EPAC2 ag
CC(C)CC(NC(N)=O)C(=O)Nc1ccc2c(c1)OCO2 (centres undefined) | i | -1% | 3.3% | 1% | 0% | 2.2 | 9% | 20% | 3%
c1ccc(-c2nc(CSc3nnc(-c4cccs4)o3)cs2)cc1 | i | 3% | 4.7% | -4% | -6% | -0.1 | u | 11% | 18%
O=C(NCc1ccc(OC(F)(F)F)cc1)C1CC(c2ccccc2C(F)(F)F)=NO1 (centres undefined) | i | -1% | 0.6% | 1% | u | -1.1 | -16% | -2% | -8%
CN(Cc1ccccc1)C(=O)c1ccc(NC(=O)Cc2cccc(NC(=O)C3CCN(C(=O)C4CC4)CC3)c2)cc1 | i | 5% | 0.1% | 2% | 1% | 0.7 | -5% | 1% | 12%
Cc1ccc(Nc2nc(N)c([N+](=O)[O-])c(N3CCOCC3)n2)cc1 | i | 0% | 0.7% | 2% | 2% | -0.1 | 5% | -15% | -10%
CCCOc1ccc(F)cc1-c1cc(C(=O)Nc2ccc(C)c(NS(C)(=O)=O)c2)[nH]n1 | i | x | 4.2% | x | 11% | -0.7 | x | 18µM* | 14%
Cc1cc(C)nc(Nc2nc3ccccc3s2)n1 | i | 5% | 8.6% | 0% | 5% | 0.9 | u | 2% | -7%
CCCCCCNC(=O)C(C(=O)OCC)C1CCCCC1 (centres undefined) | i | -1% | 0.2% | 2% | 9% | -1.0 | u | 3% | -26%
CCCCC1CCC(/C(N)=N/O)CC1 (centres undefined) | i | -1% | -0.1% | -3% | 8% | -1.3 | -7% | -13% | -16%
COCc1cc(C)nc2sc(C(=O)NC3CCCCC3)c(N)c12 | i | -1% | -0.7% | 1% | -1% | -2.3 | x | 5% | 3%
CC(C)(C)C1CCc2c(sc3ncn(N)c(=N)c23)C1 (centres undefined) | i | u | 2.8% | -3% | 8% | -0.5 | 0% | -30% | -5%
CCN1CCN(C(=S)Nc2cc(S(=O)(=O)N(CC)CC)ccc2C)CC1 | i | -2% | 0.5% | -2% | 11% | -2.7 | u | u | 11%
O=C(Nc1ccnn1C1CCN(C(=O)Cc2ccccc2F)CC1)C1CC1 | i | 6% | -0.3% | -2% | -1% | 0.1 | u | 4% | 13%
O=C(O)c1c(-c2ccccc2)c(-c2ccccc2)nc2ccccc12 | i | 0% | -0.2% | -2% | 2% | 0.6 | -16% | 0% | 10%
Cc1nc(-c2cccc(NC(=O)C3CCCCC3)c2)cs1 | i | 12% | 6.0% | -1% | -10% | 2.2 | 4% | u | 5%
Cc1ccc(C(=O)NC2CCN(CCCC(=O)c3ccc(F)cc3)CC2)cc1 | i | 0% | -0.2% | 0% | 8% | 2.1 | 3% | 5% | 0%
O=C(CSc1nc2sc3c(c2c(=O)n1-c1ccccc1)CCCC3)N/N=C/c1ccc(C(=O)O)cc1 | i | 1% | -0.3% | 2% | 0% | -0.1 | 13% | -9% | 6%
Cc1cc2cc(CCNC(=O)C(C)C)c(=O)[nH]c2cc1C | i | 0% | -0.7% | x | 7% | -5.3 | 12% | 4% | 4%
CCc1nnc(NC(=O)CSc2nnc(-c3ccccc3O)o2)s1 | i | 8% | 7.7% | 2% | -4% | -56* | u | -8% | 10%
COc1ccc(S(=O)(=O)N2CCCOC2CNC(=O)C(=O)NC2CCCC2)cc1 (centres undefined) | i | 0% | 0.1% | -2% | -4% | -6.1 | 6% | 7% | 9%
CC(C)C[C@H](NC(=O)N1CCn2c1nc1ccccc12)C(=O)N1CCCCC1 | x | -6% | 0.2% | -4% | -10% | -3.4 | 1% | u | -1%
Cc1ccc(-c2nnc(SCC(=O)Nc3sc(C)c(C)c3C#N)n2C)cc1 | i | 2% | -0.7% | -1% | -1% | -1.0 | -5% | 5% | 8%
COc1cccc(C(=O)Nc2cccc(-c3nc4ncccc4o3)c2C)c1 | i | -3% | -0.9% | -5% | -2% | -2.5 | u | 1% | -1%
CCn1nc(C)c(/C=N/NC(=O)Cc2ccc(Cl)cc2)c1C | i | -2% | 4.5% | 1% | 0% | -0.2 | u | -3% | -4%
Nc1nonc1-c1nc2ccccc2n1CC(=O)N/N=C\c1ccc(-c2ccc(Cl)cc2)o1 | i | -16% | 1.3% | 3% | -5% | -0.7 | -12% | 0% | 3%
O=C(NCC1CCCO1)C1CCN(C2CCN(C(=O)CC3CCCC3)CC2)CC1 (centres undefined) | i | 8% | 0.5% | 0% | -10% | 0.6 | 3% | -2% | 6%
CC(C)CC(=O)NC(=S)Nc1cc(C(F)(F)F)ccc1N1CCOCC1 | i | 1% | -0.3% | 1% | -13% | 0.6 | u | -8% | -13%
Cc1cc(Cl)ccc1C(=O)C1CCCN(C(=O)CCN2CCCO2)C1 (centres undefined) | i | 0% | 0.4% | -2% | 0% | -0.5 | -3% | 0% | -4%
Cc1nn(CC(=O)Nc2nccs2)c(C)c1[N+](=O)[O-] | i | 6% | -0.6% | 0% | 19% | 0.0 | 0% | 2% | 10%
COc1ccc(N2CCN(C(=O)COc3ccccc3C#N)CC2)cc1 | x | 0% | -0.2% | x | x | x | 4% | -2% | x
Cc1ccc(CNC(=O)c2ccc3c(c2)N(Cc2cccc(Cl)c2)C(=O)CS3)cc1 | x | 1% | 3.9% | x | x | x | -5%[9.27 µM] | 0% | x
CCCN(C(=O)/C=C/c1ccc(S(=O)(=O)N(CC)CC)cc1)C1CCS(=O)(=O)C1 (centres undefined) | i | -2% | -0.1% | -2% | -3% | -0.7 | -25% | -2% | 16%

Assay outcomes (PubChem BioAssay)
